Source: PubChem BioAssay
AT treatment = qHTS Assay for Identifying a Potential Treatment of Ataxia-Telangiectasia; […] A-T fibroblasts, KAP-1 phosphorylation AlphaLISA; neocarzinostatin DNA damage 30 min before lysis; Potency, µM (highest dose often 57.5 µM), without a hit: top-dose activation, usual class: activators; hit rate 0.19% among 320,000; also: potency is read from the fitted curve at half-maximal effect; % of control where 0% means no effect; nearly all actives have a fitted effect of over 45% in size
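ATM-like activity read as KAP-1 phosphorylation via AlphaLISA donor/acceptor antibody pairs after lysis and 6 hr at 25C. Cells were ATM-null patient fibroblasts ([…], hTERT), dosed 60 min, then exposed to the DSB inducer NCS for 30 min.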
a7 integrin act = qHTS for Activators of Integrin-Mediated Alleviation for Muscular Dystrophy; Potency, µM (highest dose often 38.3 µM), without a hit: top-dose activation, actives largely listed as activators; hit rate 0.064% among 350,000; alpha7betagal myoblasts, beta-gal FDG fluorescence, 48 h;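 also: potency is read from the fitted curve at half-maximal effect; 100% = response of the positive control SU9516; nearly all actives have a fitted effect of over 60% in size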
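Alpha7betagal+/- myoblasts (passage 13) were plated 16-24 hr, then exposed to compounds (1:260 dilution of DMSO stock) for 48 hours at 37C. After MPER lysis, β-galactosidase reporter activity was read as FDG fluorescence (ex 480/em 540) after 30 minutes.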
p53 reactivator = qHTS assay for re-activators of p53 using a Luc reporter | H1299 p53-A138V BP100-luciferase reporter, luminescence, 24 h | Potency, µM (highest dose often 92.2 µM), inactives show at the highest dose activity change, positive = activation, usual class: activators | hit rate 0.063% among 320,000; also: potency is read from the fitted curve at half-maximal effect; % of control where 0% means no effect; nearly all actives have a fitted effect of over 45% in size
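H1299 (p53-null), stable ts p53-A138V + BP100-Luc; 1000 cells/well, Opti-MEM/10% FBS; cpd 4 pt, 1:5; 24 h, 37 deg C, 5% CO2; detection reagent 10 min RT; luminescence.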
CXXC DNA block = qHTS Fluorescence Polarization Assay for Inhibitors of MLL CXXC domain - DNA interaction; Histone-lysine N-methyltransferase 2A (Homo sapiens), Q03164; MLL-CXXC / FITC-HOXA9 DNA fluorescence polarization; Potency, µM (top dose mostly 115 µM), for inactives: at the top dose activity change, negative = inhibition, actives largely listed as inhibitors; hit rate 0.037% among 290,000; AID 2662, 2010; active = well fitted inhibition curve with a large enough effect in the polarisation, with a control signal flat, not every such curve was filed as active; inconclusive = small, poorly fitted or top-dose-only effect, or effect the other way, or a change in a side signal; inactive = no such curve, though single readings can be large or run the other way; the % refers to the polarisation; also: potency is read from the fitted curve at half-maximal effect
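Fluorescence polarization: 7 uM MLL-CXXC (stock) preincubated 5 min with compounds, then 50 nM fluorescein-HOX-A9 DNA (stock) added; 30 min ambient. Buffer 50 mM Tris-HCl pH 7.5, 50 mM NaCl, 1 mM DTT, 0.05% BSA.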
ELG1 repair inh = qHTS screen for small molecules that inhibit ELG1-dependent DNA repair in human embryonic kidney (HEK293T) cells expressing luciferase-tagged ELG1. Potency, µM (top dose mostly 46.1 µM), for the others: at the highest dose activity change, negative = inhibition, most hits filed as inhibitors. hit rate 2.3% among 330,000. AID 504467, 2011. HEK293T ELG1-luciferase reporter, luminescence, 16 h; DNA damage induced by 5-fluorouridine; also: potency is read from the fitted curve at half-maximal effect; % is scaled to controls: 0 for no effect and ±100 for the full control effect; nearly all actives have a fitted effect of over 55% in size
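HEK293T cells expressing luciferase-tagged ELG1 (2,000/well) received 5-Fluorouridine plus compound or DMSO for 16 hr at 37 °C. Luciferase was read by ONE-Glo luminescence after 30 min at room temperature.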
BRCA1 expr up = qHTS Assay to Identify Small Molecule Activators of BRCA1 Expression; hit rate 1.1% among 380,000; AID 624202, 2012; MCF7-BRCA1-FFLuc reporter, luminescence, 48 h; response scale: scaled: vehicle 0%, 10 µM genistein 100%; Potency, µM (series often up to 46.1 µM), for inactives: top-dose activation, usual class: activators; also: potency is read from the fitted curve at half-maximal effect; nearly all actives have a fitted effect of over 80% in size; some results filed as inactive show a strong effect at the top dose
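MCF7-BRCA1-FFLuc, 2000 cells/well; 2 h attach, 37 °C/5% CO2; compound 48 h; luciferase substrate 15 min; luminescence end-point. Norm. to genistein 10 microM max activation and DMSO; concentration-response curves fitted.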
TCR act = Activators of T cell receptors: qHTS campaign; primary human leukocytes, anti-CD3, IL-2 HTRF, 48 h; Potency, µM (doses to about 9.22 µM), for inactives: at the highest dose activation of IL-2 secretion, most hits filed as activators; 330,000 tested, under 10 active; AID 504894, 2011; also: % of control where 0% means no effect
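IL-2 produced over 48 hr by a-CD3 bead-stimulated primary human leukocytes exposed to compounds was detected with a homogeneous time-resolved FRET immunoassay, 665nm acceptor signal after 320nm excitation.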
B2AR arrestin = qHTS assay of beta-arrestin-biased ligands of beta2-adrenergic receptor; Beta-2 adrenergic receptor (Homo sapiens), P07550; beta-arrestin recruitment to beta2AR, cell-based reporter; Potency, µM (series often up to 46.1 µM), inactives show at the highest dose activation, usual class: activators; hit rate 0.02% among 330,000; AID 492947, 2010;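 also: potency is read from the fitted curve at half-maximal effect; 0% = DMSO controls and full agonism = EC100 isoproterenol or metaproterenol; nearly all actives have a fitted effect of over 65% in size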
TRPV1 ag = HTS Assay for Compounds that Act as Agonists of the Vanilloid Receptor 1; Transient receptor potential cation channel subfamily V member 1 (Homo sapiens), Q8NER1; TRPV1-expressing cells, Fluo-8 calcium influx, agonist mode; activation, % at 8.33 µM; hit rate 0.19% among 320,000; in the data active = activation above about 80%; inconclusive = between about 30% and that limit; also: 0% is about no effect
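Cells expressing TRPV1 were dye-loaded with Fluo-8 and read kinetically: 10 s baseline, 3 min after compound (agonist portion), then 2 min after EC20 capsaicin (allosteric enhancer portion). Calcium-bound dye fluorescence at 480/520 nm.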
PTAP TSG101 blk = qHTS Assay for Iinhibitors of HIV-1 Budding by Blocking the Interaction of PTAP/TSG101. Tumor susceptibility gene 101 protein (Homo sapiens), Q99816. Fluorescence polarization, FITC-PTAP peptide / Tsg101 binding. Potency, µM (doses to about 115 µM), for inactives: top-dose activity change, negative = inhibition, hits mostly inhibitors. 340,000 tested, under 10 active. AID 493005, 2010; active = well fitted inhibition curve with a large enough effect in the main read-out, with a control signal flat, not every such curve was filed as active; inconclusive = small, poorly fitted or top-dose-only effect, or effect the other way, or a change in a side signal; inactive = no such curve, though single readings can be large or run the other way; also: potency is read from the fitted curve at half-maximal effect; % of control where 0% means no effect
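FP read-out: FITC-PTAP peptide, 50 nM final, binding Tsg101 binding domain, 10 uM final; 20 min, r.t.; 10 mM HEPES pH 7.5, 0.15 M NaCl, 0.01% Tween 20, 3 mM EDTA, 0.1 mM TCEP.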
An asterisk follows results filed as active; u = inconclusive; x = no result given; [ ] = dose if it differs, or a comment. Unless noted, calls follow the shape of the dose curve; as a rule, active = well fitted curve in the direction sought with a large enough effect; inconclusive = small, poorly fitted or top-dose-only effect, or another doubt; inactive = no such curve, though single readings can be large; an effect the other way counts as inactive or inconclusive.

1) CCCn1c(NC(=O)C23CC4CC(CC(O)(C4)C2)C3)nc2ccccc21
2) COc1ccc(CNc2ccc(S(N)(=O)=O)cc2)c(OC)c1OC
3) COc1cccc(C(NC(C)=O)c2ccc3cccnc3c2O)c1 (centres undefined)
4) CCn1c(N)c(C(=O)NCC2CCCO2)sc1=S (centres undefined)
5) CC(=O)N1c2ccccc2C(C)(c2ccccc2)CC1(C)C (centres undefined)
6) O=C(Nc1ccccc1)N(C1=NCCCCS1)c1ccccc1
7) O=C(Nc1ccc(Cl)cc1)c1ccsn1
8) COc1ccccc1/C=N/n1c(N)c(S(=O)(=O)c2cccs2)c2nc3ccccc3nc21
9) Cc1ccc(CNC(=O)CC2Sc3ccccc3NC2=O)cc1 (centres undefined)
10) Cn1c(=O)c2cc(S(=O)(=O)NCCC(=O)Nc3ccccc3F)ccc2n(C)c1=O

| compound no. | 1 | 2 | 3 | 4 | 5 | 6 | 7 | 8 | 9 | 10 |
| --- | --- | --- | --- | --- | --- | --- | --- | --- | --- | --- |
| AT treatment | -3% | 23% | 4% | -2% | 3% | -6% | -4% | 1% | 2% | 1% |
| a7 integrin act | -10% | 20% | -15% | -2% | 2% | 1% | 13% | -7% | -15% | -11% |
| p53 reactivator | 0% | -4% | x | -11% | 1% | 17% | u | 10% | -3% | -8% |
| CXXC DNA block | -26% | -4% | -17% | 2% | 6% | -4% | -1% | 37%[activator] | 2% | -6% |
| ELG1 repair inh | -22% | 0% | u | 14% | -8% | u | u | u | 3% | -2% |
| BRCA1 expr up | -20% | 0% | -83% | -3% | 16% | 30% | 54% | -1%[1.84 µM] | -6% | -25% |
| TCR act | 6% | x | -4% | -7% | 1% | -6% | -1% | -42% | 5% | 1% |
| B2AR arrestin | 0.1% | -0.6% | u | -0.3% | -0.2% | 0.1% | -0.3% | 0.1% | -0.3% | 6.0% |
| TRPV1 ag | 18 | -3 | 0 | 4 | 11 | 0 | u | 1 | 9 | -1 |
| PTAP TSG101 blk | -2% | -3% | -4% | -7% | 3% | -6% | -4% | -3% | 1% | -3% |

11) Cc1occc1C(=O)Nc1nnc(C(F)(F)F)s1
12) CC(NS(=O)(=O)c1ccc2c(c1)oc(=O)n2C)c1ccccc1 (centres undefined)
13) Cc1ccc(-n2nc(CN3CCOCC3)c(-c3ccccc3)c2N)cc1Cl
14) CNC(=O)[C@@H]1CCC(=O)N1
15) CC(C)(C=O)C1=CC(=O)c2ccccc2C1=O
16) O=C(Nc1cccc(F)c1)/C(=C\c1cccnc1)NC(=O)c1cccs1
17) Cc1cc(C)c(S(=O)(=O)N2CCOCC2)cc1NS(=O)(=O)c1cc(OCC(N)=O)c(C)cc1Cl
18) O=C(COc1ccccc1Br)c1ccc2c(c1)OCO2
19) O=C(COc1ccc2ccccc2c1Br)NNC(=O)Nc1ccccc1
20) CSCCC(=O)N1C(C)CCCC1C(=O)O (centres undefined)

| compound no. | 11 | 12 | 13 | 14 | 15 | 16 | 17 | 18 | 19 | 20 |
| --- | --- | --- | --- | --- | --- | --- | --- | --- | --- | --- |
| AT treatment | x | 15% | 4% | -17% | u | 4% | 2% | 6% | 1% | -3% |
| a7 integrin act | 23% | -5% | -28% | 15% | -46%[inhibitor] | 6% | -16% | 6% | 13% | -18% |
| p53 reactivator | 23% | -6% | -6% | 3% | -24% | 1% | 2% | 10% | -4% | 7% |
| CXXC DNA block | -3% | 6% | 7% | x | 23% | 3% | -2% | x | 12% | 18% |
| ELG1 repair inh | -25% | 3% | 1.6µM* | 15% | u | 2% | 10% | u | 21% | 16% |
| BRCA1 expr up | 13% | -22% | -24% | 8% | -75% | 1% | -26% | 48% | -19% | 4% |
| TCR act | x | 5% | 2%[46.1 µM] | 1% | -1%[46.1 µM] | 0% | 8% | 5% | x | -4% |
| B2AR arrestin | -0.1% | 0.2% | 4.9% | 0.2% | -0.9% | 0.2% | -0.8% | 0.0% | -0.7% | 0.4% |
| TRPV1 ag | 4 | 2 | 2 | -1 | 11 | 0 | 0 | u | -2 | 0 |
| PTAP TSG101 blk | -2% | -3% | 1% | -2% | -4% | -10% | -1% | -1% | x | -2% |

21) CC(=O)Nc1ccc(S(=O)(=O)NCC(=O)OCC(=O)N2CCCc3ccccc32)cc1
22) CCOC(=O)Cn1c(S(=O)(=O)Cc2ccc(Cl)cc2)nc(-c2ccccc2)c1-c1ccccc1
23) COCCn1c(C)cc(C(=O)COC(=O)CCN2C(=O)c3ccccc3C2=O)c1C
24) CC(Oc1ccccc1)c1nnc(SCC(=O)NC2CC2)n1C (centres undefined)
25) CCCCCCCC(=O)Nc1ccc(C(=O)N/N=C/c2cccc([N+](=O)[O-])c2)cc1
26) CCCCOc1ccc(-n2nc(C)cc2C)nn1
27) COc1cc2c(=O)n(-c3ccc(C)cc3)c(=O)n(CC(=O)c3ccc4c(c3)OCO4)c2cc1OC
28) c1ccc(CSc2nnc(-c3sccc3-n3cccc3)o2)cc1
29) O=C1CCCC2=C1C(c1cccs1)n1nc(SCc3ccc(C(=O)O)cc3)nc1N2 (centres undefined)
30) O=C(CSc1nnc(-c2ccncc2)n1Cc1ccco1)Nc1nc(-c2ccccc2)cs1

| compound no. | 21 | 22 | 23 | 24 | 25 | 26 | 27 | 28 | 29 | 30 |
| --- | --- | --- | --- | --- | --- | --- | --- | --- | --- | --- |
| AT treatment | -8% | -3% | 4% | -2% | 0% | 5% | -5% | -4% | -14% | -2% |
| a7 integrin act | -14% | -18%[7.66 µM] | 9% | 7% | -5% | -13% | 6% | 30% | 0% | -10% |
| p53 reactivator | -2% | 1% | 3% | 0% | -14% | u | 2% | 4% | -2% | 6% |
| CXXC DNA block | -20% | 13% | -7% | u | -4% | -19% | 24% | 0% | -2% | 27% |
| ELG1 repair inh | 1% | -8% | 8% | 25% | 15% | u | -1% | -15% | -1% | u |
| BRCA1 expr up | 8% | -38% | 25% | 0% | -60% | 71% | -17% | -2% | -7% | -43% |
| TCR act | -20%[46.1 µM] | -3% | -1% | 0% | 4% | 2% | -8% | -6% | -3% | 3% |
| B2AR arrestin | -0.4% | -0.2% | -0.8% | -0.7% | 0.0% | -1.1% | 0.2% | -0.6% | -0.4% | -1.0% |
| TRPV1 ag | 2 | 2 | -3 | 7 | u | 0 | -13 | 4 | -1 | 0 |
| PTAP TSG101 blk | -2% | 5% | 0% | 1% | -1% | -12% | -8% | -2% | -4% | -5% |

31) Cc1ccc(CNC(=O)COC(=O)c2ccc(Br)cc2)cc1
32) C=CCn1c(-c2sc3nc(C)cc(C)c3c2N)n[nH]c1=S
33) CNS(=O)(=O)c1cccc(C(=O)OCC(=O)Nc2nc(OC)cc(OC)n2)c1
34) O=C(Nc1ccc2c(c1)CCC2)c1cccc(S(=O)(=O)N2CCN(c3ccccc3)CC2)c1
35) CC(=O)c1c(C)[nH]c(C(=O)NC2CCCCC2)c1C
36) Cc1ccc(C)n1-c1nnc(N2CCC(C(=O)NCCCN3CC(C)CC(C)C3)CC2)s1 (centres undefined)

| compound no. | 31 | 32 | 33 | 34 | 35 | 36 |
| --- | --- | --- | --- | --- | --- | --- |
| AT treatment | 1% | -2% | -10% | 0% | -6% | 1% |
| a7 integrin act | 15% | 14% | 13% | 24% | 44% | -22% |
| p53 reactivator | 21% | -2% | -5% | 3% | u | 15% |
| CXXC DNA block | -3% | 2% | x | 40%[activator] | -3% | -2% |
| ELG1 repair inh | 10% | u | -30% | -12% | u | u |
| BRCA1 expr up | -11% | -35% | -9% | -33% | 9% | -12% |
| TCR act | -4%[46.1 µM] | -7% | 8% | 0% | -3% | -4% |
| B2AR arrestin | -1.0% | -0.8% | 0.6% | -0.3% | -0.2% | 0.3% |
| TRPV1 ag | 11 | -4 | x | -2 | 2 | -3 |
| PTAP TSG101 blk | 0% | -1% | 0% | -4% | -4% | -2% |

Full records, looked up by structure. Values in the order: AT treatment	a7 integrin act	p53 reactivator	CXXC DNA block	ELG1 repair inh	BRCA1 expr up	TCR act	B2AR arrestin	TRPV1 ag	PTAP TSG101 blk
O=C(Nc1ccc(Cl)cc1)c1ccsn1 is listed with -4%	13%	u	-1%	u	54%	-1%	-0.3%	u	-4%
O=C(Nc1ccc2c(c1)CCC2)c1cccc(S(=O)(=O)N2CCN(c3ccccc3)CC2)c1 is listed with 0%	24%	3%	40%[activator]	-12%	-33%	0%	-0.3%	-2	-4%
